Screens as filed in PubChem.
PKA-R2B activ – PKA-R2B complex activation. P22694+P31323. PKA-R2B holoenzyme dissociation, Cy5-IP20 fluorescence polarization; R2B truncated from residue 108, S112A mutant; 0% DMSO only, 100% 113 µM cGMP. activation, % at 11.4 µM. 0.079% of 340,000 active. AID 504700;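 active means activation above a cutoff set at the mean over all compounds plus 3 SD, cut at about 18% in these data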;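 further: higher means more holoenzyme dissociation and a rise in polarization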
Target sequence (P31323 whole entry, looked up, other chains not shown, the tested form may be a part): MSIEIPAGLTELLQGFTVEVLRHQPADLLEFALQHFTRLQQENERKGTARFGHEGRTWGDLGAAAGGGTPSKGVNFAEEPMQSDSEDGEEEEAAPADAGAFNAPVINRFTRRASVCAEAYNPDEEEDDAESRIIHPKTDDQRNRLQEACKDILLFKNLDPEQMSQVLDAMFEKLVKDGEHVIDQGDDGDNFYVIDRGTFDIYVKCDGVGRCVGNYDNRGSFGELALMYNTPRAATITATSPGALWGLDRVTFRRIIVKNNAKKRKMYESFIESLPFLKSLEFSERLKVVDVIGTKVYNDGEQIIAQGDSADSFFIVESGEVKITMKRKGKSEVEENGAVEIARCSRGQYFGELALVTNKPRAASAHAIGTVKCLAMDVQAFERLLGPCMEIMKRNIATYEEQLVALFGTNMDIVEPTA
MITF TRPM1 HTS – increases MITF-driven TRPM1 promoter luciferase signal | 0.75% of 300,000 active | activation, % at 12.5 µM | SK-MEL-5 TRPM1-promoter luciferase, 24 h; % of positive control, neutral wells = 0 | AID 588334;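 active means mean activation of at least 80% with every replicate also reaching 80%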;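 further: 0% = neutral control wells and 100% = parthenolide positive control wells; values of inactives mirror those of a sister screen read the other way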
dFosB activator – enhances mouse delta FosB homodimer DNA binding; P13346; purified delta FosB, TAMRA-CDK5 oligo fluorescence polarization; percent of positive-control signal above neutral wells; activation, % at 25 µM; 0.99% of 340,000 active; AID 493131;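 active means mean activation above about 17%, with every replicate also reaching it, limit read from the data, passing the limit was not always enough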;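 further: fluorescence polarization rise as delta FosB binds a TAMRA Cdk5 AP-1 oligo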
SR-BI DiI-HDL act – activators of SR-BI mediated HDL lipid uptake; CHO ldlA[mSR-BI] cells, DiI-HDL uptake fluorescence, 3 h; 100 = double the neutral-control signal; 0.096% of 320,000 active; AID 504775; activation, % at 12.5 µM;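 active means mean replicate activation of at least 60% and every replicate at or above 60%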;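 further: 0% = median plate neutral-control signal and 100% = twice that signal; values of inactives mirror those of a sister screen read the other way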
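Test system: SR-BI-overexpressing, LDLR-lacking CHO cells; Also added: labelled HDL, 10 µg/mL; Measured by: bottom-read cell fluorescence after medium removal, ex 550/em 595 nm; Timing: 3 h uptake period with compound, 37 °C; Buffer or medium: F12, 0.5% BSA, 25 mM HEPES; Doses: single compound concentration, delivered by pin transfer.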
Arr AP2 block – blocks beta-arrestin peptide binding to AP2 adaptin. FITC-arrestin peptide / GST-AP2 beads, flow cytometry; AP2 beta2 appendage carries R879A mutation. inhibition, % at 10 µM. 0.31% of 340,000 active;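 active means inhibition above a set limit, near 3 SD of compounds lacking own fluorescence, cut at about 54% in these data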;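 further: plate controls were DMSO wells for no effect and 5 µM unlabelled arrestin peptide for full effect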
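System: GST-AP2 R879A glutathione beads. Medium: PBS with 0.05% Tween 20 and 0.1% BSA. Also added: FITC-arrestin peptide, 50 nM. Incubation: 12 min plus 1 h, RT. Measured by: high-throughput flow cytometry of beads, ex 488, em 535 nm. Evaluation: percent drop in bead-associated FITC signal.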
SR-BI DiI inh – blocks mouse SR-BI lipid uptake from DiI-HDL; Q61009; ldlA[mSR-BI] CHO cells, DiI-HDL uptake fluorescence, 3 h; inhibition, % at 12.5 µM; 0.96% of 320,000 active; AID 488896;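 active means mean replicate inhibition of at least 70% and a set share of replicates each scoring 70 or more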;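 further: 0% = median of neutral control wells and 100% = median of positive control wells; values of inactives mirror those of a sister screen read the other way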
Target sequence (Q61009 whole entry, looked up): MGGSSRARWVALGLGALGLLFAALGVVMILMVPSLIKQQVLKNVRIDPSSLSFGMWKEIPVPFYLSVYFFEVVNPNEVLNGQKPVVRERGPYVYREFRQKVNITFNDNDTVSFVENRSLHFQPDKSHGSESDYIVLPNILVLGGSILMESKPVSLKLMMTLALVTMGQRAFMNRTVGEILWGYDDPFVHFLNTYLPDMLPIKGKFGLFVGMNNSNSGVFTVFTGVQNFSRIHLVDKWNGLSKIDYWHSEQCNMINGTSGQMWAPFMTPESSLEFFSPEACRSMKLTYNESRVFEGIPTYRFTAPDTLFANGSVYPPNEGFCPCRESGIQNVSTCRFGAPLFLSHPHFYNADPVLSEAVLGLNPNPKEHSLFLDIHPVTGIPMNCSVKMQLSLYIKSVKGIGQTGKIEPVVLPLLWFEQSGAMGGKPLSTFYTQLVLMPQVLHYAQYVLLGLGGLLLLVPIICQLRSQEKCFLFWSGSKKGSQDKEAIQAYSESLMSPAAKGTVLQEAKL
SUMO Mot1 rescue – blocks SUMOylation pathway, rescuing yeast Mot1-301 growth; growth rescue, % at 18.8 µM; AID 2716; 1% of 320,000 active; S. cerevisiae Mot1-301 growth rescue, ATP luminescence, 38.5C; percent above DMSO median, 100 means doubled;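 active means every valid replicate shows activation above 250% relative to neutral control wells; inactive means the rest, any valid replicate at or below 250%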;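 further: OY570 slx delta 5 strain wells were the positive control but not used for scaling; some compounds called inactive have numbers as strong as hits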
NSD2 inh – NSD2 (human) methyltransferase inhibition | inhibition, % at 12.5 µM | O96028 | 0.54% of 310,000 active | AID 743445 | NSD2 peptide methylation, AlphaScreen, 120 min; in the data active means inhibition above about 50%
Pemphigus Ab inh – blocks pemphigus antibody binding to human desmoglein-3. DSG3-coupled beads, scFv-anti-DSG3-GFP binding, flow cytometry; active compounds read low. binding (percent of control), % at 10 µM. P32926. 0.48% of 310,000 active;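 active means binding more than 3 SD below its plate's average and above zero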;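 further: hits lower antibody fragment binding to DSG3; some compounds called inactive have numbers as strong as hits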
PKA-R1A act – PKA-R1A complex activation; 0.083% of 340,000 active; P00514+P68181; activation, % at 11.4 µM; PKA-R1A dissociation, Cy5-IP20 fluorescence polarization; scaled: DMSO 0%, 113 µM cGMP 100%;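 active means percent activation above the mean of all tested compounds plus 3 SD, cut at about 19% in these data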;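 further: higher means more PKAc released from R1A so a rise in polarization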
CDK5 inh – blocks human CDK5/p35 kinase activity | inhibition, % at 10 µM | 0.01% of 330,000 active | Recombinant CDK5/p35, ADP-Glo luminescence, 60 min;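 active means highest replicate inhibition of at least 50% and at least 75% of replicates reaching 50%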;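 further: plate controls were DMSO neutral control for no effect and GW8510 at 10 µM for full effect; many of its hits are not listed in these tables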
* hit, by the source's call; · = not tested or not shown.

Values in the order: PKA-R2B activ	MITF TRPM1 HTS	dFosB activator	SR-BI DiI-HDL act	Arr AP2 block	SR-BI DiI inh	SUMO Mot1 rescue	NSD2 inh	Pemphigus Ab inh	PKA-R1A act	CDK5 inh
> C#CCN(CC=C)C(=O)C1CCC(=O)N(CCCc2ccccc2)C1 (centres undefined)
  -1	·	5	·	5	·	-2	-1	117	5	-2.3
> CCc1cccc2c1NC(=O)[C@]21[C@@H]2C(=O)N(Cc3ccccc3)C(=O)[C@@H]2[C@@H]2CCCN21
  -2	·	-12	-8	-3	8	3	·	·	-4	-0.4
> Cc1ccc(C)c(OCC(=O)Nc2ccc(S(=O)(=O)Nc3ncccn3)cc2)c1
  3	-7	-6	-2	22	2	-2	-2	·	1	1.3
> Cc1cc(C(=O)N2CC=C(c3ccccc3)CC2)c2ccccc2n1
  -20	-41	-10	8	-2	-8	82	2	111	-3	-8.6
> CC(NC(=O)CNC(=O)C(Cc1ccccc1)NC(=O)OCc1ccccc1)C(N)=O (centres undefined)
  4	-2	-1	19	34	-19	-18	-3	95	-1	0.3
> CCCNC(=O)COC(=O)c1c2c(nc3ccccc13)CCC2
  -6	-8	-3	20	-9	-20	-6	0	101	-6	0.5
> CC(C)NC(=O)c1onc(CSc2ccc(F)c(F)c2)c1C(=O)NC(C)C
  -8	-7	0	-10	1	10	2	·	104	-3	-0.9
> Cn1c(/C=C/c2cccc(Br)c2)nc2ccccc2c1=O
  -6	52	-11	-28	14	28	5	-1	105	-5	-1.9
> CC1(C)CCC(=O)C=C1Nc1ccc(F)c(Cl)c1
  -4	·	-3	15	16	-15	-13	1	97	1	0.1
> Cc1[nH]c(=O)[nH]c(=O)c1/C=C/C(=O)O
  -2	3	0	4	-7	-4	853*	9	103	-5	-0.9
> CCCCNC(=O)CN1C(=O)NC(Cc2ccccc2)(Cc2ccccc2)C1=O
  -8	-3	-8	-1	38	1	-4	-1	113	4	-1.4
> O=C(CSc1ccncc1)Nc1ccc2ccccc2c1
  -6	-3	-9	-7	-1	7	13	·	114	10	-2.1
> CN1C2CCC1CC(NC(=O)c1cccc(C(F)(F)F)c1)C2 (centres undefined)
  -2	3	5	36	5	-36	7	-4	101	-5	-0.6
> O=C(Nc1nc(-c2ccccc2)c(C(=O)c2ccccc2)s1)c1ccc(S(=O)(=O)N2CCCC2)cc1
  -8	-5	-6	-27	-7	27	-6	-1	-1.0*	-4	-5.5
> COc1ccccc1NC(=O)Nc1nc(CC(=O)Nc2ccc(OC)c(OC)c2)cs1
  -3	3	5	-82	2	82*	-5	1	102	-4	-0.9
> Cc1ccccc1C(=O)c1cccn1CC(=O)NCCCN1CC(C)CC(C)C1 (centres undefined)
  -3	-11	-13	10	-3	-10	1	0	106	3	1.2
> O=S(=O)(Nc1ccc(S(=O)(=O)Nc2ncccn2)cc1)c1ccccc1
  5	1	-4	2	-5	-2	201	3	·	-3	-1.2
> CCOC(=O)c1ccc(NC(=O)CSc2nnc(CNC(=O)c3ccco3)o2)cc1
  11	-3	-5	10	19	-10	-2	-4	·	3	-0.7
> CC(C)OCCCNC(=O)CN1CCN(Cc2ccccc2Cl)C1=O
  -2	2	-8	-1	-1	1	211	3	109	4	-3.9
> O=C(Nc1nc2ccccc2[nH]1)c1cccc([N+](=O)[O-])c1
  2	32	2	-43	24	43	4	-1	107	-4	0.6
> CCN(Cc1ccccc1)S(=O)(=O)c1c(C)[nH]c(C)c1C(=O)N1CCCC1
  11	6	-1	18	5	-18	15	0	97	-2	1.2
> O=C(O)CCC(=O)N1CCN(S(=O)(=O)c2cccs2)CC1
  1	3	4	-5	-9	5	-7	-1	·	4	-4.0
> CC(=O)N1CCN(c2ccccc2NC(=O)c2ccc(C#N)cc2F)CC1
  0	-5	-3	-19	-12	19	-7	0	105	-10	1.1
> Cc1cccc(CC2CC(=O)N(c3ccc(C)cc3Br)C2=O)c1 (centres undefined)
  -1	·	3	24	7	-24	7	-6	101	0	0.2
> Cn1c(-c2cccc([N+](=O)[O-])c2)cnc1NCc1cccc([N+](=O)[O-])c1
  3	3	-2	-26	-14	26	-6	8	99	-6	-1.9
> CC(C)CC(=O)NCCNC(=O)c1cc(OCC(F)(F)F)ccc1OCC(F)(F)F
  -6	-5	-6	-9	-6	9	-2	1	106	-5	0.3
> Cc1csc(NC(=O)CSC2=NS(=O)(=O)c3ccccc3N2)n1
  8	3	4	-16	1	16	14	-1	105	2	2.0
> O=C(COc1ccccc1Cl)N1CCCCCCC1
  7	-2	-7	19	25	-19	-3	-3	98	-4	-0.3
> C=CCn1c(-c2cccnc2Cl)nc2ccccc21
  5	3	-3	-4	16	4	-5	0	105	-5	-0.9
> CC1=NN(S(=O)(=O)c2ccc(F)cc2)C(=O)c2ccccc2O1
  -6	-1	1	11	11	-11	-5	1	72	5	1.6
> Cc1cccc(N2CCN(CC3CCCCC3)CC2)c1C
  6	·	-6	34	-8	-34	-21	-4	111	11	2.1
> CCCCNCCOc1ccccc1-c1ccccc1
  1	-11	-2	29	1	-29	0	3	113	-3	-0.3
> O=c1c(-c2ccco2)[n+]([O-])c2ccccc2n1OCc1ccccn1
  -1	5	6	2	11	-2	·	2	232	-9	0.5
> O=C(Nc1cccc(S(=O)(=O)N2CCCCC2)c1)C1CC(=O)N(Cc2ccccc2)C1 (centres undefined)
  1	-1	-7	·	0	-31	12	1	110	6	-0.4
> COc1ccc(S(=O)(=O)N2CCOCC2)cc1NC(=O)C1CCCN1C(=O)c1cccs1 (centres undefined)
  -6	9	-3	7	-1	-7	·	-2	98	-1	1.2
> COc1cccc(CN(C)C(=O)CNC(=O)c2cccs2)c1OC
  -10	-1	-6	0	-2	0	-2	0	98	2	0.0
> CC1(C)CC(=O)C([N+](=O)[O-])=C(NCCCC(=O)O)C1
  -4	-1	5	1	-4	-1	-3	-1	100	5	·
> CCOc1ccc(CCNC(=O)COC(=O)C2CCN(S(=O)(=O)c3ccccc3)CC2)cc1OCC
  -1	-6	-5	-35	4	35	·	0	97	-8	0.7
> CC(C)Cn1c(SCC(=O)NCc2ccco2)nnc1-c1ccncc1
  -1	-4	-7	0	37	0	21	5	80	4	1.5
> CN1C2CCC1CC(OC(c1ccccc1)c1ccccc1)C2 (centres undefined)
  -2	5	-6	8	-2	0	136	7	89	-17	1.1
> C#CCNC(=O)C1=C[C@@H](C2CC2)[C@H](CCCO)[C@@H](OCC)O1
  -1	3	1	22	-2	-22	272	·	100	5	-1.9
> Cn1c2cc(C#N)sc2c2cnn(Cc3ccc(F)cc3)c(=O)c21
  -2	4	-10	4	22	-4	2	·	86	-4	0.0
> CCOc1cc(/C=C(/NC(C)=O)C(=O)O)cc(Cl)c1OCc1ccc(Br)cc1
  12	-5	-3	6	-5	-6	-2	-1	92	-5	-2.4
> Cc1ccc(Cl)c(OCCCCN(C)Cc2ccccc2)c1
  8	4	2	-16	-15	16	59	2	110	-2	-15
> O=C(c1cc(COc2ccc(F)c(F)c2)on1)N1CCOCC1
  0	51	-4	20	-8	-20	26	-1	94	2	0.7
> O=C(CCCC(=O)NCC1CCCO1)NCC1CCCO1 (centres undefined)
  -5	6	-4	18	20	-18	-10	1	101	1	0.0
> COC(=O)c1cc(OC)c(OC)cc1NC(=O)CSc1nnc(-c2cccnc2)n1C
  -7	-2	0	16	5	-16	-7	-2	101	-12	-0.2
> CCC(=O)N1CCCc2cc(S(=O)(=O)N3CCN(c4ncccn4)CC3)ccc21
  -3	-10	-4	39	9	-39	6	·	106	-15	0.1
> CC(=O)c1c(C)[nH]c(C(=O)OCc2nnc(-c3ccc([N+](=O)[O-])cc3)o2)c1C
  3	-28	-10	-37	0	37	-18	2	93	-15	-0.2
> CCOc1ccc(NC(=O)c2cccc(NC(=O)c3ccccc3)c2)cc1
  -3	·	3	-63	4	63	7	-4	106	-3	-0.4
> COc1cccc(CN2CCCCC2C(=O)O)c1 (centres undefined)
  -4	3	-1	8	20	-8	-14	-1	92	-7	0.7
> COc1ccc(C2Nc3ccccc3C(=O)N2Cc2ccccc2)cc1CSc1ccccn1 (centres undefined)
  -1	-19	-5	-23	0	23	-13	-6	107	-2	-3.7
> COc1ccc(NS(=O)(=O)c2cccc3nsnc23)cc1Cl
  4	19	-5	4	2	-4	-1	1	92	1	1.2
> O=C(NNC1=Nc2ccccc2SC1)c1ccc(Cl)cc1
  -11	·	24*	-10	-6	10	18	-1	104	-10	1.4
> Cc1c(C(=O)N(C)Cc2cccc(F)c2)oc2c(Cl)cccc12
  -7	1	-8	-8	5	8	-22	-11	101	-1	0.5
> CC1CN(C(=O)c2cc(COc3c(F)cccc3F)on2)CCN1C (centres undefined)
  7	9	-9	10	-7	-10	87	0	82	-2	-4.3
> CCN(c1ccc(F)cc1)S(=O)(=O)c1cccc2nsnc12
  2	-7	1	7	1	-7	35	0	113	-16	0.6
> CN1CCN(c2ccccc2NC(=O)c2ccc(-c3cccc(Cl)c3)o2)CC1
  -12	-2	-20	-2	-2	2	1	3	·	-1	-0.6
> N#C/C(=C\c1c(N2CCCCCC2)nc2ccccn2c1=O)C(=O)NC1CCS(=O)(=O)C1 (centres undefined)
  -3	11	0	15	1	-15	·	2	111	0	0.2
> CCOc1ccc(CCNC(=O)c2ccc(CS(=O)Cc3ccc(Cl)cc3)o2)cc1OCC (centres undefined)
  3	-3	-15	-49	8	49	1	-2	103	8	-0.4
> Cc1ccc(C)c2[nH]c(=O)c(CCNS(=O)(=O)c3ccccc3)cc12
  -9	12	1	8	22	-8	8	·	102	-1	-2.0

Part of the list above, set out differently:
| mol | PKA-R2B activ | MITF TRPM1 HTS | dFosB activator | SR-BI DiI-HDL act | Arr AP2 block | SR-BI DiI inh | SUMO Mot1 rescue | NSD2 inh | Pemphigus Ab inh | PKA-R1A act | CDK5 inh |
| --- | --- | --- | --- | --- | --- | --- | --- | --- | --- | --- | --- |
| CC(=O)c1c(C)[nH]c(C(=O)OCc2nnc(-c3ccc([N+](=O)[O-])cc3)o2)c1C | 3 | -28 | -10 | -37 | 0 | 37 | -18 | 2 | 93 | -15 | -0.2 |
| CCOc1ccc(NC(=O)c2cccc(NC(=O)c3ccccc3)c2)cc1 | -3 | · | 3 | -63 | 4 | 63 | 7 | -4 | 106 | -3 | -0.4 |
